Screening results (PubChem BioAssay)
CHX counter – counter-screen hit for Shiga toxin inhibitors, cycloheximide; cell reporter, cycloheximide protein synthesis inhibition counterscreen; max response, %; 12% of 300,000 active; AID 2314; in the data active means max response mostly above about 13%, no sharp cut-off; inactive means mostly below about 14%; further: read at 38.3 µM for the half of the compounds with a filed dose; 0% is about no effect
Pf growth 96h – P. falciparum growth inhibition at 96 hours | 6.9% of 320,000 active | P. falciparum luciferase reporter growth, 96 h | Potency, µM (series often up to 28.7 µM), without a hit: at the highest dose activity change, negative = inhibition, most hits filed as inhibitors; further: potency means the concentration at half of the fitted maximal effect; on the % scale 0 is the no-effect control and ±100 the full control effect
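P. falciparum expressing integrated firefly luciferase, in erythrocytes at 2% hematocrit, 0.05% parasitemia, incubated with compounds 96 h at 37 C, 5% CO2. Growth inhibition read as loss of luminescence; two-generation exposure targets delayed-death apicoplast inhibitors.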
Giardia FBPA inh – Giardia lamblia aldolase inhibition; Potency, µM (top dose mostly 59.6 µM), for the others: top-dose activity, negative = inhibition, hits mostly inhibitors; 0.71% of 290,000 active; A8B2U2; purified Giardia FBPA; further: potency means the concentration at half of the fitted maximal effect; on the % scale 0 is the no-effect control and ±100 the full control effect; nearly all actives have a fitted effect of over 55% in size
Target sequence (A8B2U2 whole entry, looked up): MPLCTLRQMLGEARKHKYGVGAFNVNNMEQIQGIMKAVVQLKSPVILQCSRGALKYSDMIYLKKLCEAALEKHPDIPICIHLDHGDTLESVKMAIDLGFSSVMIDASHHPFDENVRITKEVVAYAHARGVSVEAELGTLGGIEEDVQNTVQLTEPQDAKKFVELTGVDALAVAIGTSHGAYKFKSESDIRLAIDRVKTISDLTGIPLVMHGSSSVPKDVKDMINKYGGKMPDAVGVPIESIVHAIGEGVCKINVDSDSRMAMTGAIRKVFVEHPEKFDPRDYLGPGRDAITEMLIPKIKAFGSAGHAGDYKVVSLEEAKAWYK
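40 nM FBPA preincubated 10 min at RT with compound (up to 57.5 uM final), then substrate plus GAPDH/TPI/NAD/arsenate coupling and diaphorase/resazurin added. Fluorescence read after 20 min at RT, 525/598 nm.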
Sm TGR inh – inhibitors of Schistosoma mansoni thioredoxin glutathione reductase. Q962Y6. purified TGR, DTNB reduction, TNB absorbance 405 nm. Potency, µM (series often up to 114 µM), inactives show at the top dose activity change, negative = inhibition, hits mostly inhibitors. 3% of 360,000 active; further: potency means the concentration at half of the fitted maximal effect; on the % scale 0 is the no-effect control and ±100 the full control effect; nearly all actives have a fitted effect of over 60% in size
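First, TGR (20 nM dispensed) and NADPH were mixed with compound. Second, a 15 min room-temperature incubation followed. Third, further NADPH and then DTNB were added to start the reaction. Finally, TNB absorbance was monitored kinetically.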
Pf growth 48h – P. falciparum growth inhibition at 48 hours (one generation); P. falciparum luciferase growth in erythrocytes, 48 h; Potency, µM (titrated, usually from 28.7 µM), without a hit: at the top dose activity change, negative = inhibition, hits mostly inhibitors; 5.9% of 310,000 active; further: potency means the concentration at half of the fitted maximal effect; on the % scale 0 is the no-effect control and ±100 the full control effect
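Read-out is firefly luciferase luminescence from an integrated reporter in P. falciparum, so falling signal marks reduced parasite growth. Infected erythrocytes were at 2% hematocrit and 0.1% parasitemia (final) in Albumax-supplemented RPMI 1640.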
Shiga inhibitor – Shiga toxin inhibition; Vero cells, Shiga toxin protein synthesis inhibition reporter; 9.2% of 290,000 active; AID 2315; inhibition, % at 38.7 µM; in the data active means inhibition mostly above about 28%, no sharp cut-off; inactive means mostly below about 43%; further: 0% is about no effect
* marks the source's active call; other numbers are inactive results; ? = inconclusive; nt = not tested or not shown; & = joins results of further samples; [ ] = remark or other dose. Unless noted, the call rests on the fitted dose curve; in most records, active means well fitted curve in the direction sought with a large enough effect; inconclusive means small, poorly fitted or top-dose-only effect, or another doubt; inactive means no such curve, though single readings can be large; an effect the other way counts as inactive or inconclusive.

mol	Giardia FBPA inh	Shiga inhibitor	Pf growth 96h	Sm TGR inh	Pf growth 48h	CHX counter
COCC(C)n1c(C)cc(C(=O)CSc2nnc(N)s2)c1C (configuration not stated)	-7.1%	37.4	nt	-11.6%	?	24.2*
O=C(CCc1ccccc1)Nc1ccccc1F	-1.9%	73.7*	295.6%[activator]	-10.0%	nt	29.8*
CCOc1cc(C(=O)O)cc(Cl)c1OC	6.9%	-1.7	31.0%[activator]	2.3%	17.0%	-0.7
OC(COCC(F)(F)C(F)(F)C(F)(F)C(F)F)Cn1c2ccccc2c2ccccc21 (configuration not stated)	-12.0%	9.0	-19.1%	-6.8%	11.7µM*	-2.0
CN(c1ccc(C(=O)N2CCN(Cc3ccccc3)CC2)cc1)S(=O)(=O)c1ccc(Cl)cc1	-8.4%	7.4	-14.4%	-4.1%	?	-1.1
COc1cc(C)c(Cl)cc1S(=O)(=O)NCc1ccncc1	-7.4%	-0.8	?	1.1%	-5.7%	4.8
CC(=O)c1cccc(NC(=O)NC2CCCc3ccccc32)c1 (configuration not stated)	1.5%	16.9	?	8.1%	17.1%	-0.5
CCC(c1nnnn1Cc1ccco1)N(Cc1cc2cc(OC)ccc2[nH]c1=O)C1CCCCC1 (configuration not stated)	-26.0%	-15.4	201.6%[activator]	12.6µM*	11.7µM*	-3.6
O=C(NC1CC1)c1cccc(Oc2ccccc2)c1	10.1%	32.1	10.3%	3.9%	-3.3%	20.1
NS(=O)(=O)c1cccc(NC(=O)/C=C/c2cccs2)c1	-5.1%	48.3*	74.3%[activator]	-23.7%	57.5%[activator]	30.0*
Cc1cc(NC(=O)CSc2n[nH]c(N)n2)no1	2.9%	-8.8	259.9%[activator]	3.4%	11.0%	3.6
Brc1ccc(OCCCN2CCOCC2)cc1	-28.1%	29.9	36.1%[activator]	5.0%	nt	13.7*
COc1cccc(OC)c1NC(=O)CN1CCN(C)CC1	?	0.5	7.3%	5.5%	nt	-2.4
Cc1ccc(OCc2ccc(C(=O)O)o2)c([N+](=O)[O-])c1	28.9%	21.9	106.3%[activator]	-15.7%	39.6%[activator]	13.3*
CCCNC(=S)N1CCN(C(c2ccccc2)c2ccccc2)CC1	1.2%	5.3	?	0.3%	?	-3.2
Cc1cccc(N2C(=O)C(O)=C(C(=O)c3cccs3)C2c2ccc(C(C)C)cc2)n1 (configuration not stated)	18.7%	26.3	34.0%[activator]	-2.1%	13.4%	9.8
CC1CCC(NC(=O)CNC(=O)c2ccc3ccccc3c2)CC1 (configuration not stated)	nt	nt	41.9%[activator]	?	51.1%[activator]	nt
O=c1[nH]c2ccc(S(=O)(=O)NCc3ccccc3)cc2[nH]1	1.4%	-21.0	3.6%	-1.1%	11.8%	-1.1
Cc1nc(Nc2ccc(S(N)(=O)=O)cc2)sc1C(=O)Nc1ccccc1	-2.0%	-8.6	-3.2%	8.5%	15.8%	-1.6
CCOc1ccc2nc(N3CCC(C(=O)Nc4nnc(CC)s4)CC3)sc2c1	1.9%	166.6*	-17.6%	-5.6%	4.8%	81.4*
COc1cc2nc(Nc3ccc(F)cc3)nc(N)c2cc1OC	-5.7%	9.2	27.4%	0.0%&-1.6%	0.522µM*	16.5*
COCC1CCN(C(=O)c2ccc3oc(CCCc4ccccc4)nc3c2)C1 (configuration not stated)	nt	39.3	3.7µM*	4.1%	-24.1%	28.7*
O=C(NCCc1ccccn1)c1n[nH]c(=O)c2ccccc12	-1.5%	40.9	13.1µM*	0.9%	25.4%	12.7
CCC(C(=O)c1ccc2ncccc2c1)c1ccccc1 (configuration not stated)	3.4%	-8.7	-24.6%	-3.1%	?	-2.1

As a short view, part of the list above:
mol	Giardia FBPA inh	Shiga inhibitor	Pf growth 96h	Sm TGR inh	Pf growth 48h	CHX counter
Cc1ccc(OCc2ccc(C(=O)O)o2)c([N+](=O)[O-])c1	28.9%	21.9	106.3%[activator]	-15.7%	39.6%[activator]	13.3*
CCCNC(=S)N1CCN(C(c2ccccc2)c2ccccc2)CC1	1.2%	5.3	?	0.3%	?	-3.2
Cc1cccc(N2C(=O)C(O)=C(C(=O)c3cccs3)C2c2ccc(C(C)C)cc2)n1 (configuration not stated)	18.7%	26.3	34.0%[activator]	-2.1%	13.4%	9.8
CC1CCC(NC(=O)CNC(=O)c2ccc3ccccc3c2)CC1 (configuration not stated)	nt	nt	41.9%[activator]	?	51.1%[activator]	nt
O=c1[nH]c2ccc(S(=O)(=O)NCc3ccccc3)cc2[nH]1	1.4%	-21.0	3.6%	-1.1%	11.8%	-1.1
Cc1nc(Nc2ccc(S(N)(=O)=O)cc2)sc1C(=O)Nc1ccccc1	-2.0%	-8.6	-3.2%	8.5%	15.8%	-1.6
CCOc1ccc2nc(N3CCC(C(=O)Nc4nnc(CC)s4)CC3)sc2c1	1.9%	166.6*	-17.6%	-5.6%	4.8%	81.4*
COc1cc2nc(Nc3ccc(F)cc3)nc(N)c2cc1OC	-5.7%	9.2	27.4%	0.0%&-1.6%	0.522µM*	16.5*
COCC1CCN(C(=O)c2ccc3oc(CCCc4ccccc4)nc3c2)C1 (configuration not stated)	nt	39.3	3.7µM*	4.1%	-24.1%	28.7*

More records.
mol	Giardia FBPA inh	Shiga inhibitor	Pf growth 96h	Sm TGR inh	Pf growth 48h	CHX counter
CC(C)CCNC(=O)C1CC(=O)N(C2CCCC2)C1 (configuration not stated)	1.7%	-1.3	3.6%	3.1%	nt	-0.7
COc1ccc2oc(C(=O)N(C)Cc3ccc(OC(F)F)cc3)c(C)c2c1	nt	4.8	?	13.3%	-5.7%	15.1
N#Cc1cc(Cl)c(N2CCOCC2)cc1C#N	3.5%	-13.4	17.6%[5.75 µM]	-14.2%	13.6%	-2.6
COc1ccc(CN2C(=O)c3cccnc3C2=O)cc1S(=O)(=O)NC1CCCCC1	nt	-7.8	13.1µM*	-10.4%	22.1%	6.4
COc1ccc(NC(=O)c2cc(=O)[nH]c3ccccc23)cc1	3.3%	-3.1	-1.1%	0.8%	2.4%[0.00184 µM]	8.4
CC(C)CNC(=O)CSc1ccc(S(=O)(=O)N(C)C2CCCCC2)cn1	nt	nt	-13.4%	0.8%	9.28µM*	nt
Cc1nc2sc(C(c3ccco3)N3CCN(c4ccc(F)cc4)CC3)c(O)n2n1 (configuration not stated)	-16.9%	-4.7	13.4%	?	-1.0%	-1.7
COc1ccc(C(=O)NCCC(=O)NCc2cc(=O)n(C)c(=O)n2C)cc1	nt	-8.5	?	13.8%	21.6%	-1.2
O=C1c2ccccc2C(=O)N1c1ccccc1S(=O)C(F)(F)F (configuration not stated)	0.3%	-9.3	34.1%[activator]	15.0%[11.4 µM]	nt	-0.9
CC(=NCc1ccco1)c1c(O)n(C)c(=O)n(C)c1=O	15.7%	17.4	-20.2%	-16.9%	42.2%[activator]	10.3
Clc1cccc(-c2nnc(-c3ccno3)o2)c1	0.5%	21.6	-8.5%	8.6%	-0.2%	24.5
O=C(CC1C(=O)NCCN1Cc1c(F)cccc1Cl)NCCc1ccccn1 (configuration not stated)	1.4%	7.2	23.0%	-11.6%	48.7%[activator]	1.4
C=CCN1C(=O)C(CC(=O)Nc2ccc(OC)cc2)N(Cc2ccco2)C1=S (configuration not stated)	-16.1%	-19.2	?	?	-6.2%	1.2
CC(C)NC(=O)CN(Cc1ccc(F)cc1)C(=O)CCC(=O)Nc1nccs1	15.4%	-3.7	9.6%	-2.2%	?	-3.5
COC(=O)C1CSC(C(=O)OC)N1C(=O)Nc1ccccc1 (configuration not stated)	-0.2%	-4.2	41.0%[activator]	-32.1%	29.3%	-2.9
O=C(O)CC(CNS(=O)(=O)c1ccccc1)c1ccccc1 (configuration not stated)	2.1%	-8.0	10.4µM*	8.2%	19.0%	-3.5
O=C(c1cnccn1)N(Cc1cccs1)C1(C(=O)NC2CCCC2)CCCCC1	1.5%	-18.6	?	-3.5%	?	-2.5
COC(=O)c1c(N2C(=O)CCC2=O)sc2c1CCCC2	-10.3%	-20.1	?	0.2%	nt	0.8
Cc1cc(C)nc(SCC(=O)Nc2cc(C)on2)n1	3.2%	119.1*	-13.9%	-1.1%	16.3%	10.2
CC(=O)NCCn1c(SCc2ccc(C)cc2C)nc2ccccc2c1=O	-0.4%	-14.4	-81.2%	2.0%	nt	2.2
CCCCNC(=S)Nc1ccc([N+](=O)[O-])cc1	1.3%	60.0	4.7%	?	?	10.7
CN(C)C(=S)c1ccccc1	-0.2%	2.2	31.1%[activator]	9.0%	84.6%[activator]	1.9
CCCC[C@H](NC(C)=O)C(=O)N[C@@H](CCC(=O)O)C(=O)N[C@@H](Cc1cnc[nH]1)C(=O)N[C@H](Cc1ccccc1)C(=O)N[C@@H](CCCN=C(N)N)C(=O)N[C@H](Cc1c[nH]c2ccccc12)C(=O)NCC(N)=O	5.2%	-6.5	nt	nt	nt	-7.5
CCCn1c(=O)c2c(C(F)(F)F)cc(-c3ccco3)nc2n(CCC)c1=O	2.2%	-4.4	nt	-13.6%	-9.6%	-4.7
C=NC(C(=O)NC1C(=O)N2C1SC(C)(C)C2C(=O)O)c1ccccc1 (configuration not stated)	-15.4%	nt	15.1%	nt	1.6%	nt
Cc1ccc(C)c(OCCn2c(CCNC(=O)C3CCCCC3)nc3ccccc32)c1	nt	11.1	nt	-0.1%	nt	0.9
CN(C)S(=O)(=O)c1cccc(C(=O)OCC(=O)N2c3ccccc3NC(=O)C2(C)C)c1	-6.4%	-5.1	1.7%	5.4%[11.4 µM]	nt	-3.5
CNC(=O)c1csc(-c2ccc(Cl)cc2)n1	3.6%	46.7*	2.2%	-4.0%	32.2%[activator]	38.4*
O=C(Cn1cc(C(=O)c2ccccc2)c2ccccc21)NCc1ccco1	16.0%	74.1	14.8%	-35.2%	39.0%[activator]	77.7*
CCOC(=O)N1CCN(C(=O)c2cn(C)c3ccc(S(=O)(=O)N4CCCC4)cc3c2=O)CC1	1.4%	-15.0	nt	-12.0%	13.4%	-2.4
Oc1cccc(NC(=S)N=Nc2c(O)[nH]c3ccccc23)c1	?	62.1*	-10.1%	7.4%	10.6%	42.1*
CS(=O)(=O)N(CC(=O)Nc1ccccc1C(=O)N1CCOCC1)c1ccc(Cl)cc1	5.5%	-2.6	10.5%	11.0%	24.9%	-2.0
CCc1ccc(OCC(=O)Nc2ccc(S(=O)(=O)Nc3ccccn3)cc2)cc1	nt	-4.3	-9.0%	-6.8%	-19.4%	-2.7
COc1cc(OC)c2cc(C(=O)N/N=C/c3cccc(OC)c3O)[nH]c2c1	10.5%	7.2	?	-0.5%	?	-1.8
CCCN1CCN(C(=S)Nc2sc(CC)cc2C(=O)OC)CC1	-6.1%	11.9	19.2%	-14.8%	?	-3.8
Cc1cc(/C=C2\C(=O)NC(=O)N(c3ccc(F)cc3)C2=O)c(C)n1-c1cccc(C(=O)O)c1	-10.7%	-19.2	?	?	5.4%	-2.0
COc1ccc(CCNC(=O)Cc2cccs2)cc1	4.7%	20.4	69.7%[activator]	-1.1%	-16.7%	9.1
CC(C)(C)c1ccc(NC(=O)COC(=O)c2ccc(CN3CCCC3=O)cc2)cc1	nt	nt	22.0%	-2.7%	-5.5%	nt
O=C(O)c1ccccc1C(=O)NNc1cccc(Cl)n1	-5.5%	97.5*	115.8%[activator]	-9.0%	160.7%[activator]	48.8*
